Screening results from PubChem.
RXFP1 ag: qHTS Assay for Agonists of the Relaxin Receptor RXFP1. HEK293T-RXFP1 cAMP TR-FRET, 30 min; response scale: percent of porcine relaxin response, buffer zero. 0.3% of 370,000 active. Potency, µM (doses to about 57.5 µM), without a hit: top-dose activation, usual class: activators. AID 2676, 2010. Relaxin receptor 1 (Homo sapiens), Q9HBX9; note: potency is the fitted concentration of half-maximal effect; % is set by controls: 0 for no effect and ±100 for the full control effect; nearly all actives have a fitted effect of over 60% in size; many of its hits are not listed in these tables
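HEK293 cells stably expressing RXFP1, treated 30 min at 37C with compounds plus PDE4 inhibitor Ro 20174; cAMP measured by HTRF TR-FRET. Normalized to buffer and 29 nM porcine relaxin; EC50 by Hill fit.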
D2 potentiator: HTS Assay for Positive Allosteric Modulators of the Human D2 Dopamine Receptor: Primary Screen for Potentiators; D(2) dopamine receptor (Homo sapiens), P14416; HEK293 T-REx D2, calcium flux, EC20 dopamine potentiation; potentiation, % at 10 µM; 0.34% of 340,000 active;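 active = potentiation over 3 SD above the plate norm, cut at about 30% in these data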; note: 0% is about no effect
Target sequence (P14416 whole entry, looked up): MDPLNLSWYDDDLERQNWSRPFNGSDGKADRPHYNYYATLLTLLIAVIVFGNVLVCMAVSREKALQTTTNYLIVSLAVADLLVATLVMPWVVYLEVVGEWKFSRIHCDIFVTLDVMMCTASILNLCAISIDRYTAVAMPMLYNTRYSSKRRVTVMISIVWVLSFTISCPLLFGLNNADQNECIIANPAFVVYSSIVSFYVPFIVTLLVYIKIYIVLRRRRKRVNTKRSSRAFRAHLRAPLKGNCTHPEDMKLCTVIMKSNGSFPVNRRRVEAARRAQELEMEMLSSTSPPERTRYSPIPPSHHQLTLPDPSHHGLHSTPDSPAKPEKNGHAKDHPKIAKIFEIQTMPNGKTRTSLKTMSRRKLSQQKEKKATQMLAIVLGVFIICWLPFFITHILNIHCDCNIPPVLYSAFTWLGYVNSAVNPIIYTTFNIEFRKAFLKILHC
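Potentiation of an EC20 dopamine calcium response is measured in a force-coupled, tetracycline-inducible Hek293 Trex D2 line. Compound-only kinetic reads over 180 s flag agonists before dopamine addition.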
LDHA inh: qHTS assay for inhibitors of human lactate dehydrogenase; L-lactate dehydrogenase A chain (Homo sapiens), P00338; purified LDHA, NADH/diaphorase-resazurin fluorescence; stronger effect = lower value; activity change, % (values are at about 110 or 230 µM); 0.15% of 480,000 active; in the data active = activity change below about -30%; inconclusive = mostly about -25% to -30%;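 note: plate controls were DMSO wells for no effect and wells without enzyme for full effect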
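Enzyme activity of human lactate dehydrogenase 5 (2 nM; 0.06 mM NADH, 0.2 mM pyruvate, 5 min, RT) is measured via a resazurin/diaphorase fluorescence readout of residual NADH.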
D1 antagonist: Antagonist of Human D 1 Dopamine Receptor: qHTS. HEK293 TREx D1 cells, calcium flux, dopamine EC80; stronger effect = lower value. activity change, negative = inhibition, % at 10 µM. 3.2% of 360,000 active; in the data active = activity change below about -30%; note: % is set by controls: 0 for no effect and ±100 for the full control effect
Target sequence (P21728 whole entry, looked up): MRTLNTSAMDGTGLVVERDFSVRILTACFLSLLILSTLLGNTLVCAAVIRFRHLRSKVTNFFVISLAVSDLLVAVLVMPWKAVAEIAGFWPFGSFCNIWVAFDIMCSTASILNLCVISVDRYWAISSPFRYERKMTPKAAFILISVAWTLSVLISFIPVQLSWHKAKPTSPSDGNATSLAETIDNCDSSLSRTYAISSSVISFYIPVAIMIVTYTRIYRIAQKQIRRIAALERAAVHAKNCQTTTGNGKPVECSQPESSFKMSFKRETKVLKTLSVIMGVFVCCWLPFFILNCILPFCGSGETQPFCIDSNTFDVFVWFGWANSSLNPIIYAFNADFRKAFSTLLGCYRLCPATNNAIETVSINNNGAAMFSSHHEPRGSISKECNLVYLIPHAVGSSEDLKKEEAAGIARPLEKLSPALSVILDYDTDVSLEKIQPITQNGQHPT
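Tetracycline-induced HEK293 T-REx cells with force-coupled D1 receptor were loaded with a no-wash calcium dye. Compound was added after a 10 s baseline and read kinetically for 180 s; EC80 dopamine was then added and calcium flux followed another 180 s.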
D1 PAM: Potentiators of Human D1 Dopamine Receptor: qHTS; HEK293 TREx D1 cells, calcium flux, dopamine EC20 potentiation; D(1A) dopamine receptor (Homo sapiens), P21728; 0.036% of 360,000 active; AID 504651, 2011; potentiation, % at 10 µM; in the data active = potentiation above about 30%; note: 0% is about no effect
Vif-A3F inh: qHTS for Inhibitors of Vif-A3F Interactions: qHTS; 0.2% of 390,000 active; Potency, µM (doses to about 46.1 µM), without a hit: top-dose activity, negative = active; AID 602313, 2012; HeLa A3F-eYFP + Vif (tagged APOBEC3F with the HIV-1 protein that degrades it), YFP fluorescence increase; note: potency is the fitted concentration of half-maximal effect; % of control where 0% means no effect; nearly all actives have a fitted effect of over 65% in size
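Fluorescence increase (Ex 488/Em 500-530) after overnight compound treatment at 37 deg C flags inhibition of Vif-driven A3F-eYFP loss in stable HeLa A3F-eYFP/Vif cells seeded overnight beforehand.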
D1 ag: Allosteric Agonists of the Human D1 Dopamine Receptor: qHTS. HEK293 T-REx D1 cells, calcium flux, agonist mode. activation, % at 2 µM. 1% of 360,000 active. AID 504660, 2011; in the data active = activation above about 30%; note: 0% is about no effect
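Inducible HEK293 T-REx D1 cells, force-coupled to calcium signalling, were plated at 4000 cells/well with tetracycline and held overnight at 30 C. After no-wash calcium dye loading, compound-evoked calcium rise over 180 s flagged agonists.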
Vif-APOBEC3G blk: qHTS for Inhibitors of Vif-A3G Interactions: qHTS | Potency, µM (titrated, usually from 46.1 µM), for inactives: at the highest dose activity, negative = active, hits mostly inhibitors | 0.076% of 410,000 active | HeLa A3G-eYFP + Vif (tagged APOBEC3G with the HIV-1 protein that degrades it), YFP fluorescence, overnight | AID 602310, 2012 | DNA dC->dU-editing enzyme APOBEC-3G (Homo sapiens), Q9HC16;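 note: potency is the fitted concentration of half-maximal effect; % is set by controls: 0 for no effect and ±100 for the full control effect; nearly all actives have a fitted effect of over 60% in size; hits raise eYFP signal because A3G escapes Vif-driven loss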
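Read-out is eYFP fluorescence (Ex 488/Em 500-530) from Vif-expressing HeLa A3G-eYFP cells; more signal means A3G escaped Vif-mediated degradation. Cells plated overnight, compound pinned in, incubated overnight at 37 deg C.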
GRP78 ERSR act: qHTS for Inducers of the Endoplasmic Reticulum Stress Response (ERSR) in Human Glioma: qHTS; U87-MG GRP78 promoter luciferase reporter, 16 h; Potency, µM, without a hit: at the top dose activation, hits mostly activators; 0.02% of 420,000 active; note: potency is the fitted concentration of half-maximal effect; series mostly up to about 76 µM; % of control where 0% means no effect; nearly all actives have a fitted effect of over 35% in size
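Stably transfected U87-MG human glioma cells carrying a GRP78-based luminescent sensor were seeded at 1000 cells/well, pin-dosed with compounds and incubated 16 h. Luciferase reagent was then added, and end-point luminescence was read after 10 min at room temperature.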
* hit, by the source's call; ? = inconclusive; . = no result given; & = joins results of further samples. Unless noted, calls come from the whole dose curve; as a rule, active = well fitted curve in the direction sought with a large enough effect; inconclusive = small, poorly fitted or top-dose-only effect, or another doubt; inactive = no such curve, though single readings can be large; an effect the other way counts as inactive or inconclusive.

SMILES	RXFP1 ag	D2 potentiator	LDHA inh	D1 antagonist	D1 PAM	Vif-A3F inh	D1 ag	Vif-APOBEC3G blk	GRP78 ERSR act
COc1cccc(N2CCN(C(=O)C3CCCN(c4ncnc5c4nc4n5CCCCC4)C3)CC2)c1 (centres undefined)	2.1%	11.6	-1.4	-15.7	-1.4	0.2%	1.8	-4.6%	2.7%
C=C[C@@H](C)N(Cc1ccc(OC)cc1)S(=O)(=O)N(Cc1ccccc1)[C@H](C=C)C(C)C	0.5%	4.3	-0.3	.	4.1	0.1%	5.1	5.5%&0.8%	-5.9%&1.3%
C/C=C/c1ccc(OCC(=O)OCC2=C(C(=O)OCC)C(C)NC(=O)N2)c(OC)c1 (centres undefined)	-0.7%	-2.3	6.4	-14.2	-5.4	1.9%	1.3	-0.4%	-5.6%
COc1cccc(OCc2nnc(SCC(=O)N3c4ccccc4Sc4ccc(Cl)cc43)o2)c1	3.4%	7.2	-8.2	4.8	-5.6	-12.5%	5.6	0.1%	-2.1%
COCC(=O)Nc1ccc2c(c1)[C@@H]1C[C@H](CC(=O)NCc3ccccc3)O[C@@H](CO)[C@@H]1O2	.	.	6.2	.	.	-1.5%	.	1.5%	-3.1%
CCN(CC)CCCNC(=O)CSc1nc(-c2ccc(F)cc2)cc(C(F)(F)F)n1	0.5%	-3.2	-14.0	-41.3*	-4.0	2.0%	15.1	4.8%	-3.5%
CC(C)c1cc(C(F)(F)F)n2nc(C(=O)Nc3ccc4c(c3)OCO4)cc2n1	0.5%	-7.4	3.7	4.1	-1.2	-6.5%	9.5	0.2%	2.2%
Cc1ccc2nc(SCc3nc4ccccc4c(=O)[nH]3)[nH]c2c1	3.1%	0.6	-9.9	0.4	0.9	-2.2%	0.0	-11.8%	-1.7%
CCOC(=O)c1cc(OC(C)=O)c2ccc(OC)c(OC)c2c1	.	.	6.7	.	.	2.4%	.	-7.9%	2.9%
S=C(NCc1ccco1)Nc1cc(-c2ccccc2)[nH]n1	0.4%	2.0	-9.4	16.4	-7.0	-4.1%	1.2	3.0%	3.5%
Cc1sc2nc(SCC(=O)NCc3ccco3)n(-c3ccccc3)c(=O)c2c1C	?	-2.6	-5.0	-11.8	-0.6	-2.3%	0.0	-3.6%	1.4%
COc1ccc(Cl)cc1S(=O)(=O)NCc1cccs1	0.3%	-1.4	-0.7	6.2	-1.1	-1.1%	2.3	3.1%	-4.1%
O=C(NCc1ccccc1)Nc1cccc2ccccc12	-0.6%	7.9	0.1	-11.9	-2.5	-2.0%	2.1	0.0%	-14.0%
COc1ccc(/C=N/NC(=O)COc2cccc3cccnc23)cc1OC	-0.2%	3.3	-10.5	18.9	0.8	5.2%	1.2	-4.8%	-4.4%
COc1ccccc1C(=O)OCc1cc(=O)n2nc(C(C)C)sc2n1	-0.3%	-5.8	-16.2	-0.5	-3.7	5.6%	0.7	5.0%	0.4%
CCOC(=O)CCNC(=O)N1CCC(CCC(=O)NCc2ccc(F)cc2)CC1	1.1%	6.3	0.9	-8.4	-2.5	-9.7%	-0.5	-0.6%	-2.5%
CCSc1nnc(NC(=O)C(CC)(C(F)(F)F)C(F)(F)F)s1	3.2%	22.5	2.6	-24.9	-2.0	3.8%	17.9	1.3%	-8.6%
COc1cccc2cccc(/C=N/n3cnnc3)c12	8.6%	-1.1	-2.2	4.8	-5.8	2.4%	1.5	-5.1%	-3.8%
CCc1ccc(NS(=O)(=O)c2cc3[nH]c(=O)c(=O)[nH]c3cc2C)cc1	-0.6%	-8.3	1.5	0.7	-2.9	-6.9%	0.3	0.2%	-3.6%
CC(=O)c1ccc2c(c1)OCCOCCOc1ccccc1OCCOCCO2	0.3%	1.8	-1.7	-5.5	-3.6	4.2%	0.1	-9.2%	-3.2%
O=C(Nc1ccc2c(c1)OCO2)[C@@H]1CCCN1S(=O)(=O)c1cccc2cccnc12	-0.1%	-9.4	0.5	-15.8	-1.7	-0.9%	16.1	0.4%	-1.6%
C=CCN1C(=O)C2(NC(=O)c3ccccc3N2)c2ccccc21 (centres undefined)	-0.8%	6.7	-4.0	8.4	-1.3	-3.4%	0.8	?	1.5%
COc1ccc(OC)c(-c2csc(-c3c(N)c(C(=O)c4ccc(Cl)cc4)n4ccccc34)n2)c1	-0.5%	-2.4	-5.7	5.6	-2.4	.	1.7	.	.
N#CCC(=O)Nc1ccc(C(=O)NNC(=O)c2ccccc2-n2cccc2)cc1	-0.5%	7.2	-0.7	2.7	0.7	-24.7%	3.8	-3.1%	-2.7%
COc1cc2nc(Nc3cccc(F)c3)nc(N)c2cc1OC	-1.0%&-0.1%	-14.0&-6.0	-1.6&0.9	-5.4&0.1	-1.6&-1.6	3.0%&0.3%	-1.0&0.1	-21.6%&-8.8%	4.9%&4.8%
COc1ccc(C(=O)COC(=O)c2cc([N+](=O)[O-])ccc2N2CCOCC2)c(OC)c1	7.0%	3.9	-0.1	-9.3	-0.2	-9.4%	1.7	0.1%	-3.3%
Cc1noc(C)c1S(=O)(=O)N(C)C[C@H]1Oc2ccc(NS(=O)(=O)c3ccc(F)cc3)cc2C(=O)N([C@H](C)CO)C[C@@H]1C	.	.	2.2	.	.	-3.0%	.	1.1%	-1.1%
Cc1ccccc1OCC(=O)NNC(=O)CCN1C(=O)c2ccccc2C1=O	0.1%	0.3	-6.5	1.6	-11.4	2.5%	-0.4	-5.1%	-3.0%
O=C(c1cccc(C(F)(F)F)c1)C1CCCN(C(=O)c2cc(C3CC3)[nH]n2)C1 (centres undefined)	0.1%	-1.8	0.4	-9.8	-2.9	2.1%	8.8	1.0%	-1.0%
Cc1ccc2c(CC(=O)N3CCN(c4cccc(Cl)c4)CC3)coc2c1	1.4%	-2.4	3.1	1.5	2.9	-4.0%	5.0	2.8%	-3.0%

Quoted from the listing:
`COc1ccc(OC)c(-c2csc(-c3c(N)c(C(=O)c4ccc(Cl)cc4)n4ccccc34)n2)c1` in D1 ag shows 1.7
`COc1ccc(C(=O)COC(=O)c2cc([N+](=O)[O-])ccc2N2CCOCC2)c(OC)c1` in D1 antagonist shows -9.3

(next part)
SMILES	RXFP1 ag	D2 potentiator	LDHA inh	D1 antagonist	D1 PAM	Vif-A3F inh	D1 ag	Vif-APOBEC3G blk	GRP78 ERSR act
COc1ccc(C2=NN(C(=O)CSc3nnc(C)n3C)C(c3ccco3)C2)cc1 (centres undefined)	0.7%	-6.1	-12.7	-22.3	-6.3	0.6%	-0.7	-2.6%	1.2%
COc1ccc(OC)c(/C=C(\C#N)c2nc(-c3ccc(F)cc3)cs2)c1	-0.4%	22.5	-1.8	15.2	-4.8	?	41.8*	1.3%	-0.3%
CCOc1ccc(NC(=O)Cn2c(=O)n(CC(=O)NCc3ccccc3Cl)c(=O)c3sccc32)cc1	6.9%	1.6	-4.2	1.1	-1.3	.	0.6	.	.
COc1cc2nc(NC(=O)c3ccco3)sc(=O)c2cc1OC	?	-5.9	-10.5	13.9	-1.6	8.7%	1.1	-13.9%	-1.2%
CN(C)c1ccc(NC(=O)CSc2n[nH]c(-c3ccncc3)n2)cc1	.	.	-7.7	.	.	0.4%	.	2.8%	-5.6%
COc1cccc(CN2CCN(C3CSCCSC3)CC2CCO)c1 (centres undefined)	-1.0%	-6.1	-3.2	2.2	-2.5	-28.3%	2.5	-1.2%	-1.0%
Cc1cccc(-n2ncc3c(=O)[nH]c(SCC(=O)N4CC(=O)Nc5ccccc54)nc32)c1	2.4%	6.7	?	9.9	-1.4	1.4%	1.3	-5.7%	-2.3%
O=C(COc1ccccc1Br)NCc1ccco1	2.9%	-4.1	-3.3	-2.0	0.8	-5.1%	-0.5	0.3%	4.9%
CCN1CCCC1CNS(=O)(=O)c1cc(Br)cc2c1N(C(=O)C1CC1)CC2 (centres undefined)	-0.1%	-12.3	-2.0	-16.4	-0.6	-1.8%	6.5	2.2%	-6.6%
O=C(NCCn1cc(SCc2ccccc2)c2ccccc21)c1cccs1	-1.2%	-4.7	0.8	-1.8	-5.8	0.9%	-1.2	-2.8%	-1.0%
Cc1cc(C(=O)Nc2c(C)cccc2C)n(-c2ccccc2)n1	1.0%&-0.1%	-0.7&-3.8	-3.0&-2.5	0.3&4.6	-0.8&-5.8	-9.3%	-0.4&-0.2	-29.7%	-1.2%
CC(=O)c1ccc(NS(=O)(=O)c2cccc(C)c2)cc1	0.6%	25.0	-2.6&3.2	-25.6	3.1	-8.3%	1.2	0.6%	7.9%
CN(CCO)c1nc2c(c(=O)n(Cc3ccc(Cl)cc3)c(=O)n2C)n1C	-0.3%	8.7	-5.6	-1.4	-1.4	-4.1%	0.4	3.6%	-5.0%
Cc1ccc(C)c(NC(=O)C(Cc2ccccc2)N2Cc3ccccc3C2=O)c1 (centres undefined)	-2.0%	3.2	3.2	-2.0	0.5	0.9%	0.3	-1.3%	-0.3%
Nc1ccc(C(=O)OCC(=O)Nc2ccc3c(c2)OCO3)cc1[N+](=O)[O-]	0.4%	-1.1	3.3	1.7	8.0	4.3%	7.7	1.9%	-1.3%
Cc1nn(C)c2c1c(C(F)(F)F)cc(=O)n2C(C)C(=O)NCCc1ccccc1 (centres undefined)	-1.4%	-4.1	2.7	17.8	-3.9	4.3%	-0.5	-4.4%	-2.6%

In a second layout: entries from further up.
| mol | RXFP1 ag | D2 potentiator | LDHA inh | D1 antagonist | D1 PAM | Vif-A3F inh | D1 ag | Vif-APOBEC3G blk | GRP78 ERSR act |
| --- | --- | --- | --- | --- | --- | --- | --- | --- | --- |
| COc1cc2nc(NC(=O)c3ccco3)sc(=O)c2cc1OC | ? | -5.9 | -10.5 | 13.9 | -1.6 | 8.7% | 1.1 | -13.9% | -1.2% |
| CCSc1nnc(NC(=O)C(CC)(C(F)(F)F)C(F)(F)F)s1 | 3.2% | 22.5 | 2.6 | -24.9 | -2.0 | 3.8% | 17.9 | 1.3% | -8.6% |

These rows are one share of the data; count on the stated rates, not on these rows.
